High-throughput results deposited in PubChem by several laboratories.
TNAP inh noacc: TNAP (human) inhibition, acceptor-free conditions; purified TNAP, CDP-star luminescence, 30 min; actives 0.26% (n = 200,000); inhibition, % at 20 µM; P05186;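 active = tissue-nonspecific alkaline phosphatase inhibition above about 50% at 20 µM in the single-dose screen, limit read from the data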;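 note: 0% = DMSO negative control and 100% = EDTA positive control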
FLuc stim CS: affects firefly luciferase, flagging false hits in luciferase stimulation screens | activation factor at 10 µM | AID 1027 | P08659 | ATPlite luciferase biochemical, luminescence, 10 min; 0 = ATP-free wells, 1 = DMSO control | 200,000 tested, under 10 active;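 active = luciferase activation factor, scaled between plate controls, of at least 2 with compound at 10 µM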
Target sequence (P08659 whole entry, looked up): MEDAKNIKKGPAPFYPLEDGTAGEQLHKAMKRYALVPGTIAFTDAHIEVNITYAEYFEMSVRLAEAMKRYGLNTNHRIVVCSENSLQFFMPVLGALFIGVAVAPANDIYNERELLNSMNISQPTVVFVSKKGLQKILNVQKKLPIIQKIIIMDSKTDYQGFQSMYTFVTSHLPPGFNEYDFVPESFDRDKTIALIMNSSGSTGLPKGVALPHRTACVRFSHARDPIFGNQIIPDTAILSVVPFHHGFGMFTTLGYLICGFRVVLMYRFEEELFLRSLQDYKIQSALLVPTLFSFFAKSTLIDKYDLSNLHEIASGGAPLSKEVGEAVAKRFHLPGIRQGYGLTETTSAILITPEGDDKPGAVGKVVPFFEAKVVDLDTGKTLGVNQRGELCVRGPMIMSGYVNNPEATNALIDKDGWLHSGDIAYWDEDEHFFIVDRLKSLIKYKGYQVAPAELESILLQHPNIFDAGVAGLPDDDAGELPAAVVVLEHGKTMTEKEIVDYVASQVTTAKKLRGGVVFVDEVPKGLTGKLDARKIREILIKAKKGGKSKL
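System: Luciferase/luciferin detection reagent, cell-free biochemical luciferase assay | Medium: PBS buffer for ATP | Dosing: Test compounds dosed from 2 mM stocks in 100% DMSO | Timing: 10 min at ambient temperature | Signal: Luminescence measurement of luciferase light output | Evaluation: Luciferase activation, seen as luminescence increase over controls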
Diaph inh CS: diaphorase inhibition or chemical oxidation counter-screen; diaphorase resazurin-to-resorufin fluorescence, NADH, 16 min; bacterial (C. kluyveri) enzyme, not human; inhibition, % at 20 µM; actives 0.69% (n = 190,000); AID 1217;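 active = primary screen inhibition at 20 µM above a set limit, cut at about 50% in these data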;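 note: plate controls were DMSO with full reaction for no effect and wells lacking NADH for full effect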
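System: Diaphorase enzyme from Clostridium kluyveri | Amount: Enzyme working solution with 0.14 U/mL diaphorase | Benchmarks: No-NADH positive control and DMSO neutral control | Signal: Fluorescence of resorufin formed from resazurin, Ex 544/Em 590 nm | Schedule: 16-min room-temperature incubation before reading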
HMGR II inh: inhibitors of class II HMG-CoA reductase from Enterococcus faecalis; inhibition, % at 10 µM; actives 0.41% (n = 190,000); AID 1066; purified E. faecalis HMGR, NADPH absorbance 340 nm kinetic;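 active = inhibition above a set limit, the median over all tested compounds plus 3 SD, cut at about 9.5% in these data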;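 note: enzyme runs in reverse so mevalonate oxidation gives rising NADPH absorbance; 0% = complete reaction with DMSO and 100% = background rate lacking mevalonate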
TNAP act hi DEA: increases human TNAP activity under high phosphate acceptor concentration; P05186; purified TNAP, CDP-star luminescence, 1 M DEA, 30 min; stronger effect = higher value; 0 = EDTA background, 1 = DMSO-only activity; activation factor at 20 µM; 200,000 tested, under 10 active;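 active = activation factor at least 2 at 20 µM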
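Measured by: Luminescent substrate turnover signal | Test system: Human TNAP | Input: TNAP 1/800 final | Dosing: 20 µM single point | Schedule: 30 min, room temperature | Controls: EDTA wells as negative control, DMSO wells as positive control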
PMI act: phosphomannose isomerase (human) activation; P34949; purified human PMI, coupled resazurin fluorescence, 20 min; stronger effect = higher value; 1 = vehicle control, 0 substrate-free wells; activation factor at 20 µM; actives 0.005% (n = 190,000); AID 1214;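 active = activation factor of 2 or more at 20 µM, relative to plate controls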
Target sequence (P34949 whole entry, looked up): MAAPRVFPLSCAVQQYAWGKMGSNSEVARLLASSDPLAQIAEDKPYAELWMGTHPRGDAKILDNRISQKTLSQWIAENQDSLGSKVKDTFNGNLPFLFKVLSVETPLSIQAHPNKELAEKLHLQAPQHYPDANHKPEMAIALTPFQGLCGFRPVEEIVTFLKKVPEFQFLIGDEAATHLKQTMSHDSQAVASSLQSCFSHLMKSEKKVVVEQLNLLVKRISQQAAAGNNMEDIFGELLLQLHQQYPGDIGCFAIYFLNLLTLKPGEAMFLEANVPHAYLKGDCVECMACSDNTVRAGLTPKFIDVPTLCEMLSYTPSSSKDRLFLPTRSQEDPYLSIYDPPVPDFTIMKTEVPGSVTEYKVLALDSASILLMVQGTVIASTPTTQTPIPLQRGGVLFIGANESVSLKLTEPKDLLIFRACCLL
Diaph act CS: diaphorase activation or chemical reduction counter-screen; Diaphorase/resazurin coupled assay, resorufin fluorescence, 16 min; stronger effect = higher value; 1 = vehicle wells, 0 = NADH-free wells; activation factor at 20 µM; actives 0.005% (n = 190,000);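 active = diaphorase activity raised at least twofold by the compound at 20 µM; inactive = activation factor below 2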
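Material: Clostridium kluyveri diaphorase, purified enzyme; Quantity: enzyme 0.07 U/mL final; Medium: HEPES pH 7.4 buffer with MgCl2 and Tween 20; Dosing: single compound dose of 20 µM, 1% DMSO final; Schedule: 16 min reaction at room temperature; Measured by: red resorufin fluorescence at 544/590 nm excitation/emission.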
G6PDH CS: counter-screen for G6PDH assay hits: L. mesenteroides G6PDH inhibition; Purified L. mesenteroides G6PDH, diaphorase/resazurin coupled fluorescence, 45 min; inhibition, % at 5 µM; actives 0.12% (n = 200,000); in the data active = inhibition above about 50%
TNAP inh hi DEA: inhibitors of human TNAP at high phosphate acceptor concentration | actives 0.03% (n = 200,000) | inhibition, % at 20 µM | P05186 | purified TNAP, CDP-star luminescence, 1 M DEA;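 active = over 50% inhibition of tissue-nonspecific alkaline phosphatase at 20 µM in the single-dose screen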;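 note: plate controls were DMSO wells for no effect and EDTA-quenched wells as full inhibition for full effect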
PMI act hi M6P: PMI (human) activation, high substrate. coupled PMI enzyme assay, resazurin fluorescence, 20 min; stronger effect = higher value; 1 = untreated enzyme, 0 = substrate-free blank. activation factor at 20 µM. actives 0.34% (n = 190,000). AID 1216. P34949;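 active = activation factor of 2 or more at 20 µM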
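Test system: human PMI in coupled enzyme assay; Input: PMI at 15 ng/mL final; Medium: HEPES buffer, pH 7.4; Schedule: 20 min incubation at room temperature; Technique: resorufin fluorescence at Ex 544/Em 590 nm; Compound: 20 µM single dose; Probe or stimulus: Near-saturating mannose-6-phosphate, 1.0 mM.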
* hit, by the source's call; . = no result given; & = joins results of further samples.

SMILES	TNAP inh noacc	FLuc stim CS	Diaph inh CS	HMGR II inh	TNAP act hi DEA	PMI act	Diaph act CS	G6PDH CS	TNAP inh hi DEA	PMI act hi M6P
O=S(=O)(NC(=NCc1ccccc1)c1ccccc1F)c1ccccc1	-6.8	1.1	-16.8	1.9	1.1	1.1	1.2	10.7	-8.6	1.1
CSc1nc(-c2ccc(F)cc2)cc(=O)[nH]1	-6.8	1	7.4	-4.2	1	1	0.9	-4.9	-1.6	1
c1ccc(CCN(Cc2ccccc2)Cc2nc(C3CC3)no2)cc1	-9.8	1.1	.	-4.0	1.1	.	.	16.4	-11.3	.
C/C(=N\Nc1nc2c(s1)CCCC2)c1ccc(Cl)cc1	-30.4	1	4.6	6.0	1	1.3	1	-1.7	3.7	1.8
CCOc1ccc(-n2c(C)cc(/C=C3/C(=N)N4C(=NC3=O)SN=C4S(C)(=O)=O)c2C)cc1	-5.5	1	20.8	-6.6	1	1.6	0.8	3.4	0.2	2.1*
COc1cccc(NC(=O)c2ccccc2-c2ccccc2)c1	-6.0	1	7.4	-2.0	1	1	0.9	-1.4	-0.2	1
COc1ccc(NC(=O)C2CC(c3ccc(OC)c(OC)c3)=NO2)cc1OC (stereo unspecified)	8.5	1	6.1	-4.6	1	1	0.9	2.4	3.0	0.9
CCCN1C(=S)SC(C)(C)C1/[N+]([O-])=C/c1cccnc1 (stereo unspecified)	-5.2	1	5.0	-0.4	1.1	1.1	0.9	8.1	-8.4	1.1
CC/C(=N\O)c1ccc(OC)c(OC)c1	-8.5	1	-7.6	-1.4	1.1	1	1.1	-3.0	-5.3	1
CC(=O)c1cccc(NC(=O)COC(=O)[C@@H](NC(=O)OCc2ccccc2)C(C)C)c1	-7.2	1	3.8	2.3	1	1	1	-13.8	0.3	1.1
CCOc1ccc(Nc2ncnc3c2cnn3Cc2ccccc2)cc1	-9.4	1	12.1	-2.3	1	0.9	0.9	3.7	-3.9	1
CS(=O)(=O)Nc1cccc(C2=NN(S(=O)(=O)c3ccccc3)C(c3ccco3)C2)c1 (stereo unspecified)	3.3	1	25.0	-1.3	1	1.2	0.8	-1.4	-0.7	1.1
COc1ccc(CCNC(=O)CSCc2ccc([N+](=O)[O-])cc2)cc1	-17.0	1	11.6	-8.2	1	1.1	0.9	1.5	-0.6	1
O=C(Nc1cccnc1)c1cnc2ccccc2n1	2.5	1	-0.2	-1.4	1	1	1	6.0	-4.5	1
CC1(C)Oc2ccc(/C=C/C(=O)N3CCOCC3)c(O)c2C(N2CCOCC2)C1O (stereo unspecified)	-48.3	1	15.3	-1.3	1	0.9	0.8	0.8	-2.9	0.9
CCC(=O)Nc1nc(-c2ccccc2)nc(SC)c1C(C)=O	-15.7	1.1	2.9	-3.3	1	1	1	-3.1	-3.4	1
CCOC(=O)Cc1nnc(NC(=O)Nc2ccccc2)s1	-9.0	1	12.6	1.8	1	1	0.9	5.5	-3.3	1
CCOc1ccc(OCCN2C(=O)NC(Cc3c[nH]c4ccccc34)C2=O)cc1 (stereo unspecified)	-8.0	1.1	0.9	-1.1	1	0.9	1	1.2	-1.7	1
O=C(CN1CCC(C(=O)c2cccc(Cl)c2)CC1)Nc1cccc(C(=O)O)c1	-10.3	1.1	2.6	0.5	1.1	1	1	5.3	-8.4	1
CC(=O)Nc1ccc(NC(=O)[C@@H]2CCCC[C@@H]2C(=O)O)cc1	1.8	1.1	10.4	-2.9	1	1	0.9	4.7	-3.1	1
O=C(Cc1cn2ccsc2n1)Nc1nc2c(s1)CN(Cc1ccccc1)CC2	-5.2	1.1	2.8	-3.7	1	1	1	-0.1	-4.3	0.7
Clc1ccc(-c2nnc3cccc(Cl)n23)c(Cl)c1	-14.2	1	-3.8	-1.5	1	1	1	-1.9	-4.4	1
Cc1nn(-c2nc3ccccc3s2)c(C)c1Oc1ccccc1O	-0.8	0.9	21.5	-2.4	1	0.8	0.8	2.9	3.6	0.9
CSc1ccc(CN(C)CC(=O)NC(C)c2ccccc2)cc1 (stereo unspecified)	-14.0	1	-2.4	-6.1	1.1	1.1	1	2.6	-6.0	1.1
CCOCc1nnc(NS(C)(=O)=O)s1	1.3	1	12.3	-1.2	1	1	0.9	3.6	-3.2	1

Single records (already shown). Order of values: TNAP inh noacc, FLuc stim CS, Diaph inh CS, HMGR II inh, TNAP act hi DEA, PMI act, Diaph act CS, G6PDH CS, TNAP inh hi DEA, PMI act hi M6P
COc1ccc(CCNC(=O)CSCc2ccc([N+](=O)[O-])cc2)cc1 as listed: -17.0, 1, 11.6, -8.2, 1, 1.1, 0.9, 1.5, -0.6, 1
CSc1ccc(CN(C)CC(=O)NC(C)c2ccccc2)cc1 (stereo unspecified) as listed: -14.0, 1, -2.4, -6.1, 1.1, 1.1, 1, 2.6, -6.0, 1.1
CC/C(=N\O)c1ccc(OC)c(OC)c1 as listed: -8.5, 1, -7.6, -1.4, 1.1, 1, 1.1, -3.0, -5.3, 1

Next section.
SMILES	TNAP inh noacc	FLuc stim CS	Diaph inh CS	HMGR II inh	TNAP act hi DEA	PMI act	Diaph act CS	G6PDH CS	TNAP inh hi DEA	PMI act hi M6P
Cc1ccc(S(=O)(=O)c2cc3c(=O)n4cccc(C)c4nc3n(Cc3ccco3)c2=N)cc1C	-4.4	1	43.3	.	1	1	0.6	16.8	-4.7	0.9
COc1cccc2cc(C(C)N(CCCN3CCOCC3)C(=S)Nc3cccc(C)c3C)oc12 (stereo unspecified)	-10.5	1.1	13.2	-6.4	1	1	0.9	9.8	-1.6	1
COC(=O)c1c(NC(=O)CSc2n[nH]c(N)n2)sc(C)c1C	0.7	1.1	20.2	-2.2	1	0.9	0.8	-2.0	-4.7	0.9
CC(Oc1ccc(Cl)cc1)C(=O)NCCCn1ccnc1 (stereo unspecified)	-9.6	1.1	7.2	2.2	1.1	1	0.9	-3.4	-5.6	1
CSc1n[nH]c(NCc2ccccc2)n1	36.2	0.9	10.6	2.3	1	0.8	0.9	3.6	2.3	0.9
CN1CCN(C(=O)CN(CCc2ccccc2)S(C)(=O)=O)CC1	-13.3	1	4.2	-2.6	1	1	1	2.8	-0.5	1
Cc1ccc(Sc2ccncc2S(N)(=O)=O)cc1	15.2	1.1	9.1	-1.3	0.7	1	0.9	0.4	34.0	1
Cc1ccc(C)c(OCC(O)CN2CCC(CN3C(=O)c4cccc5cccc(c45)C3=O)CC2)c1 (stereo unspecified)	-4.2	1.1	4.9	-2.4	1	1.1	1	-3.7	-3.2	0.9
Cn1cccc1Cc1nnc(SCC(=O)Nc2cccc(Cl)c2)n1-c1ccc(F)cc1	-8.1	1.1	26.8	4.8	1.1	0.8	0.7	-35.1	-5.4	0.8
CCCCCn1c(=S)[nH]c2ncccc2c1=O	-5.8	1.1	3.5	-8.7	1	1	1	-0.3	1.7	1
CCc1ccc(N(C(C)=O)c2nc(CCl)cs2)cc1	-9.0	1	-9.5	-4.2	1	1.4	1.1	1.7	-2.9	1.3
Cc1c(C(=O)N2CCOCC2)oc2c1C(=O)CC(C)(C)C2	-16.4	1.1	17.1	-2.5	1.1	0.9	0.8	-12.4	-5.5	0.9
COC(=O)c1cc(NC(=O)C23CCC(C)(C(=O)O2)C3(C)C)cc(C(=O)OC)c1 (stereo unspecified)	-5.9	1	13.6	0.8	1	0.9	0.9	0.7	0.9	0.9
COc1ccc(-c2cc(C(=O)Nc3cc(C)on3)no2)cc1	-6.8	1	3.2	-0.6	1.1	1.1	1	4.5	-6.9	1
CC1CCCC(NC(=O)COC(=O)c2sc3ccccc3c2Cl)C1C (stereo unspecified)	-37.3	1	0.2	-2.5	1	0.9	1	4.6	2.5	1
O=C(CNCc1cccs1)NC12CC3CC(CC(C3)C1)C2	-0.4	1.1	0.0	-10.7	1.1	1.1	1	7.6	-6.1	1.1
CCC(c1nnnn1Cc1ccco1)N(Cc1cc2cc(OC)ccc2[nH]c1=O)C1CCCCC1 (stereo unspecified)	-3.2	1	13.7	1.8	1	0.9	0.9	0.0	-0.3	1.1
CC(NC(=O)CNC(=O)C1O[C@@H]2OC(C)(C)O[C@@H]2[C@H]2OC(C)(C)O[C@@H]12)C(=O)O (stereo partly specified)	-2.7	1	2.5	-8.4	1	1.2	1	8.3	-1.8	1
Cc1cc2c(=O)n(Cc3ccco3)c(SCC(=O)c3ccc(Cl)s3)nc2s1	-4.9	1	7.1	1.7	1.1	1	0.9	-47.0	-6.6	1
CCn1c2ccccc2c2cc(NC(=O)CSc3nnc(-c4cccc(Cl)c4)o3)ccc21	-6.4	1	12.4	-1.3	1	0.9	0.9	3.2	-1.1	0.9
Cc1ccc(C2C=NN(c3ccccc3)C2=O)cc1 (stereo unspecified)	-7.6	0.5	8.0	10.4*	1.1	1	0.9	7.6	-7.3	1.1
COc1cc2nc(N3CCN(C(=O)C4CCCO4)CC3)nc(N)c2cc1OC (stereo unspecified)	-10.0&-13.3&-11.7	1&1&1	8.4&-11.5&-25.7	-3.1&-3.8&4.0	1.1&1&1.1	0.9&1.1&1	0.9&1.1&1.3	0.1&16.7&12.9	-9.3&-3.3&-9.1	0.8&0.9&0.9
Cc1ccccc1-n1c(=O)cc(N2CCc3ccccc3C2)[nH]c1=O	-12.5	1.1	12.6	-1.6	1	0.9	0.9	19.6	-3.7	1
O=C1c2ccccc2C(=O)N1CN(C(=O)COc1ccccc1)c1ccc(F)cc1	-6.5	1.1	9.4	0.0	1	1.1	0.9	-1.2	-1.3	1.1
COc1ccc(-n2c(SCC(=O)C(C)(C)C)nc3ccsc3c2=O)cc1	-1.4	1	8.9	-0.2	1	1.1	0.9	-6.0	0.8	1
COCCn1c(-c2ccc(C#N)cc2)nc2c1c(=O)[nH]c(=O)n2Cc1ccccc1	4.2	1	11.2	-6.7	1	1.1	0.9	6.9	-1.5	1.1
CCSc1nnc(NC(=O)CSc2nc(C)cc(C)n2)s1	-9.9	1	6.4	-5.3	1.1	1	0.9	-0.6	-8.5	1
CC1CC(C)CN(CCOCCSc2ccccc2)C1 (stereo unspecified)	-15.5	1.1	6.9	-1.1	1	1	0.9	9.1	-0.3	1
